# GC-B act: human GC-B receptor activators, primary screen, HEK293 GC-B cells, cGMP TR-FRET, EC30 CNP. Atrial natriuretic peptide receptor 2 (Homo sapiens), P20594. 0% at EC30 CNP, 100% saturating CNP. activation, % at 10 µM. 0.11% of 370,000 active;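 active = activation at 10 µM reaching about 35% in either raw or pattern-adjusted values, limit read from the data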
# FXN GAA850 act: FXN promoter activators, primary screen, cell-based, luciferase luminescence, HEK293 lucGAA850; HEK293 lucGAA850 FXN promoter luciferase reporter, 24 h; percent of 10 µM SAHA response; activation, % at 6 µM; 0.56% of 360,000 active; AID 540364, 2011;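 active = activation above the average of all compounds screened plus 3 SD, cutoff fixed separately per campaign, cut at about 7.5% in these data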;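 also: 0% = DMSO wells and 100% = 10 µM SAHA wells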
# ssDAF12 agonist: S. stercoralis DAF-12 nuclear receptor activators, primary screen, cell-based, luminescence, HEK293, GRIP1 co-expression, lit1-tk-luc; HEK293 ssDAF-12/GRIP1 lit1-tk-luc reporter; % of 3 µM dafachronic acid response; activation, % at 6.8 µM; 1% of 370,000 active; AID 652126, 2013;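 active = activation above the mean over all tested compounds plus 3 SD, cut at about 0.9% in these data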;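 also: 0% = DMSO-only wells and 100% = 3 µM delta7-dafachronic acid wells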
# NPR1 activator: GC-A stimulated cGMP production enhancers – HEK293 GC-A cells, cGMP TR-FRET, EC30 ANP, primary screen; 0% at EC30 ANP, 100% saturating ANP; 0.14% of 370,000 active; activation, % at 10 µM; in the data active = activation above about 40%
# ADAM10 inh: human ADAM10 inhibitors, primary screen, biochemical, QFRET, HTS; 0.62% of 370,000 active; inhibition, % at 7 µM; recombinant ADAM10, EDANS/DABCYL FRET peptide cleavage, 3 h; Disintegrin and metalloproteinase domain-containing protein 10 (Homo sapiens), O14672;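 active = inhibition above a per-campaign cutoff equal to the mean of compounds falling between control-based bounds plus 3 SD, cut at about 20% in these data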;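 also: 0% = DMSO wells while the 100% control is not disclosed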
# SMARCA2 act: SMARCA2 (BRM) function activators, primary screen, cell-based, luminescence, high throughput; MG213 cells, MMTV-luciferase reporter, dexamethasone, overnight; activation, % at 9.1 µM; 1% of 370,000 active; AID 652017, 2013; in the data active = activation above about 7.8%;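 also: 0% = vehicle wells and 100% = reference activator wells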
# sPLA2-III inh: human group III sPLA2 inhibitors, primary screen, biochemical, QFRET, BODIPY PC-A2 liposome substrate; Group 3 secretory phospholipase A2 (Homo sapiens), Q9NZ20; QFRET BODIPY PC-A2 liposome hydrolysis, fluorescence; inhibition, % at 12.2 µM; 0.56% of 370,000 active; AID 743126, 2013;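 active = inhibition above mean plus 3 SD of compounds lying within the high and low control bounds, cut at about 19% in these data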;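 also: 0% = median of test compound wells and 100% = no enzyme DMSO wells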
# Target sequence (Q9NZ20 whole entry, looked up): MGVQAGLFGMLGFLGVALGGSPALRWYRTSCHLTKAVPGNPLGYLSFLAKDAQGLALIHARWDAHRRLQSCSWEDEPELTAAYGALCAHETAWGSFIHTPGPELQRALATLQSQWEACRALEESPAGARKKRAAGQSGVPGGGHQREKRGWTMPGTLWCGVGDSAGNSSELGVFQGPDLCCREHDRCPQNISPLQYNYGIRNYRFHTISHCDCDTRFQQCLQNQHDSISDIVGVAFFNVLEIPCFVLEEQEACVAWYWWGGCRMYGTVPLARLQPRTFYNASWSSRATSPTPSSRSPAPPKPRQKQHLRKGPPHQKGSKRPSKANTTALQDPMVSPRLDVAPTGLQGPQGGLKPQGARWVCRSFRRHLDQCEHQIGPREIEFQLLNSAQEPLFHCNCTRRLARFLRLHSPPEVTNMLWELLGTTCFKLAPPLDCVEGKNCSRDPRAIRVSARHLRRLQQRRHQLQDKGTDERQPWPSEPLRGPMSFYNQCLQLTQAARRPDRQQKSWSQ
# hcDAF12 agonist: H. contortus DAF-12 nuclear receptor activators, primary screen, cell-based, luminescence, HEK293, lit1-tk-luc reporter. HEK293 hcDAF-12 lit1-tk-luc reporter; 0% DMSO, 100% Δ7-dafachronic acid. activation, % at 6.8 µM. 1.4% of 370,000 active. AID 652067, 2013;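 active = activation above the mean of all tested compounds plus 3 SD, cut at about 5.5% in these data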;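 also: 100% = response to 3 µM Δ7-dafachronic acid high control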
# DAX1 inh-1: DAX1 (NR0B1) inhibitors on StAR promoter, primary screen, cell-based, luminescence, SF-1 (NR5A1), full-length DAX-1 | HEK293T StAR-luciferase reporter, SF-1/DAX-1 repression relief | inhibition, % at 6.8 µM | 1.1% of 370,000 active | AID 652010, 2013;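 active = inhibition above the mean over all tested compounds plus 3 SD, cut at about 3.6% in these data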;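 also: 0% = DAX-1 cells with DMSO and 100% = cells lacking DAX-1 with DMSO; higher inhibition means more luminescence from relief of DAX-1 repression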
# DAX1 inh-2: DAX1 (NR0B1) inhibitors, primary screen, cell-based, HEK293, Gal4-DAX1, luciferase luminescence | HEK293 Gal4-DAX1 luciferase reporter | inhibition, % at 6.75 µM | 0.99% of 340,000 active | AID 504766, 2011;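 active = inhibition above the mean over all tested compounds plus 3 SD, cut at about 4.2% in these data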;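 also: 0% = DAX1-transfected cells with DMSO and 100% = empty-vector control cells with DMSO; inhibition shows as a rise in luminescence from relieved DAX1 repression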
# Target sequence (P51843 207-470 limits assumed): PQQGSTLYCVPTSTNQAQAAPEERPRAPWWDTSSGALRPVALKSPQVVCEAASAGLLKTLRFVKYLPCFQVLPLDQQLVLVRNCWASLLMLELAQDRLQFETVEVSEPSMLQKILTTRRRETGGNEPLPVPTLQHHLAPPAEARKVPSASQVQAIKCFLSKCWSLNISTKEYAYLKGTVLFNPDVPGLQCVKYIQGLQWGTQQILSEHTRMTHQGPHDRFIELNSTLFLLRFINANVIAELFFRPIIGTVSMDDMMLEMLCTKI
# hgDAF-12 ag: H. glycines DAF-12 receptor agonists, primary screen, cell-based, luminescence, HEK293, GAL4 fusion, UAS-luciferase | Nuclear hormone receptor DAF-12 (Heterodera glycines), GAL4 fusion | HEK293 GAL4-hgDAF12 UAS-luciferase reporter, agonist luminescence; normalized to butyrate control | activation, % at 6.8 µM | 1.8% of 370,000 active | AID 687014, 2013;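 active = activation above a cutoff set at the mean of all screened compounds plus 3 SD, cut at about 10% in these data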;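 also: 0% = DMSO wells and 100% = sodium butyrate wells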
# The depositor's hits bear a star; i = inactive; · = no result given. An excerpt; rates above refer to the full screens.
SMILES,GC-B act,FXN GAA850 act,ssDAF12 agonist,NPR1 activator,ADAM10 inh,SMARCA2 act,sPLA2-III inh,hcDAF12 agonist,DAX1 inh-1,DAX1 inh-2,hgDAF-12 ag
O=C(NC1(C(F)(F)F)Oc2ccc(Cl)cc2O1)N1CCC2(CC1)OCCO2 (stereo not drawn),2.7,6.5,-0.8,-1.0,-1.0,-4.6,2.3,-1.0,-0.3,-0.3,-2.3
CC(=O)N(C1=NCCCS1)c1ccccc1Cl,1.1,2.2,-1.6,4.5,-0.9,-2.6,-2.2,-1.1,0.9,-1.0,-0.5
CNCC(C)c1ccccc1 (stereo not drawn),-1.2,1.4,-1.0,1.0,4.3,0.3,1.8,-3.3,0.2,0.1,0.4
COC(=O)C1=C(c2ccc(-c3ccccc3)c(F)c2)C[C@@H]2CC[C@H]1N2C(=O)NCCc1ccccc1,-4.0,-5.8,-1.6,-5.4,18.8,-0.9,-12.0,-3.0,-0.5,-1.6,-4.7
O=C(c1ccccc1F)c1cn(Cc2ccccc2)c2ccccc12,-4.5,-0.6,-0.6,4.6,4.9,-2.2,-8.1,0.2,-0.4,0.5,1.5
CSc1ncc(/C=C2/C(=O)NC(=O)N(C3CCCCC3)C2=O)cn1,-2.7,-0.3,0.2,5.0,5.8,-1.0,-7.1,5.1,0.5,0.4,-0.3
Cc1cccc(C)c1-n1nnnc1C(CCc1ccccc1)N1CCC(n2c(=O)[nH]c3ccccc32)CC1 (stereo not drawn),4.7,·,-1.2,-5.3,-11.0,-3.2,10.7,0.1,2.4,·,1.3
O=C(Nc1ccc(Cl)cc1)N1CC2CC(C1)c1cccc(=O)n1C2 (stereo not drawn),1.5,-0.9,-0.4,0.0,1.1,1.6,7.1,1.1,1.0,0.3,0.7
COC(=O)C1=C(c2ccccc2)C[C@@H]2CC[C@H]1N2C(=O)NCCO,5.3,2.2,-1.4,2.9,0.4,-0.3,-1.5,-0.9,0.1,0.5,1.2
c1ccc2cc(C3N4CCCN34)ccc2c1 (stereo not drawn),-6.9,-0.3,-0.9,0.6,-12.1,-2.0,8.4,0.1,0.3,1.4,6.6
Cc1cc(C)c2c(ccc3cccc[n+]32)c1,-0.9,0.5,-1.6,10.8,-31.1,-6.5,-1.9,-3.1,-0.4,·,-4.9
CC(=O)OC1(c2ccccc2)CCN(C)CC1(C)C (stereo not drawn),1.5,-1.0,-1.8,-3.5,-6.9,-0.8,-1.4,-0.8,-0.4,0.4,1.9
CC1([N+](=O)[O-])COP(=O)(NCc2cccnc2)OC1 (stereo not drawn),3.8,-0.6,-1.2,0.4,-4.4,-1.6,1.5,-0.8,-0.9,0.8,-0.6
OC1CN2CCCC(O)C2C1O (stereo not drawn),2.5,·,-1.4,2.3,-5.7,0.2,-0.7,1.3,-0.3,·,1.8
C=CCCC1(CC(C)C)C(=O)NC(=S)NC1=O,-1.5,-2.4,-0.9,-4.0,-19.5,-3.0,17.6,0.3,-0.8,0.0,-1.8
CN(C)C(=O)OCc1n(C)cc[n+]1C,-2.1,0.5,-0.8,0.9,-2.1,-2.2,-6.2,1.7,-0.3,1.5,1.7
CN(C)c1cccc(CN2CCN(c3ccccc3)CC2)c1,0.6,·,-1.1,2.2,-8.1,-1.5,12.6,-1.2,0.1,·,-3.0
O=C(Cn1ncc2c3ccccc3n(Cc3cccc(Cl)c3)c2c1=O)N1CCC2(CC1)OCCO2,-16.5,-0.3,-1.6,-12.3,-17.1,0.6,-12.5,-3.6,-1.4,-1.3,-2.8
CN(C)[C@@H]1C(=O)C(C(N)=O)=C(O)[C@@]2(O)C(=O)C3=C(O)c4c(O)ccc(Cl)c4[C@@](C)(O)C3C[C@@H]12 (stereo partly drawn),-0.2,13.7*,-1.6,7.6,-127.0,1.4,-14.8,-2.7,0.8,-0.9,0.3
COc1ccc(CC(=O)Nc2ccc3c(C(F)(F)F)cc(=O)oc3c2)cc1OC,-0.8,-0.6,-1.5,6.2,-15.5,-2.3,-9.8,-1.9,-0.5,3.0,-2.7
COC(=O)C1=C(c2ccc(OC)c(OC)c2)C[C@@H]2CC[C@H]1N2C(=O)NCCNC(C)=O,2.0,0.6,-0.2,3.5,-8.5,-0.1,4.6,2.1,0.1,1.4,-0.9
COC(=O)c1c(N)n(Cc2ccc(OC)cc2)c2nc3ccccc3nc12,43.0*,0.7,-1.4,47.9*,i,1.7,-29.8,-2.0,-1.6,0.1,-4.5
COC(=O)C(O)(c1ccc(NC(=S)NC(=O)c2ccc(Cl)cc2Cl)c(C)c1)C(F)(F)F (stereo not drawn),0.2,-0.1,-2.3,-1.2,23.4*,-5.5,-7.5,-3.5,-1.2,-2.9,-3.8
CC(C)CCP(=O)(O)O,1.5,·,-1.4,2.5,-1.9,-1.9,5.3,1.5,-1.5,·,1.0
O=C1NCN(c2ccccc2)C12CCN(C(c1ccccc1)c1nnnn1C1CCCC1)CC2 (stereo not drawn),-0.5,·,0.2,-6.7,-9.2,-6.9,14.8,-1.0,-0.6,·,-3.2

# Overlap with the part before: 3 entries, followed by the next part.
SMILES,GC-B act,FXN GAA850 act,ssDAF12 agonist,NPR1 activator,ADAM10 inh,SMARCA2 act,sPLA2-III inh,hcDAF12 agonist,DAX1 inh-1,DAX1 inh-2,hgDAF-12 ag
COC(=O)C(O)(c1ccc(NC(=S)NC(=O)c2ccc(Cl)cc2Cl)c(C)c1)C(F)(F)F (stereo not drawn),0.2,-0.1,-2.3,-1.2,23.4*,-5.5,-7.5,-3.5,-1.2,-2.9,-3.8
CC(C)CCP(=O)(O)O,1.5,·,-1.4,2.5,-1.9,-1.9,5.3,1.5,-1.5,·,1.0
O=C1NCN(c2ccccc2)C12CCN(C(c1ccccc1)c1nnnn1C1CCCC1)CC2 (stereo not drawn),-0.5,·,0.2,-6.7,-9.2,-6.9,14.8,-1.0,-0.6,·,-3.2
CC1C(c2cccs2)=[N+]([O-])C(C)(C(=O)c2ccc(F)cc2)N1O (stereo not drawn),3.3,-1.2,-0.9,3.9,-2.1,0.0,-2.4,1.8,-0.6,0.6,4.1
NC(=O)Cn1cc(C(=O)c2ccccc2)c2ccccc21,-5.6,2.6,-1.0,-4.3,0.3,-2.1,3.0,0.2,0.5,0.0,0.2
CN(C)/C=C(\C=[N+](C)C)c1[nH]ncc1[N+](=O)[O-],2.2,-0.3,-1.2,-1.6,2.6,-0.2,2.7,1.3,0.1,-0.6,5.4
O=[N+]([O-])c1cc(S(=O)(=O)c2ccc(O)c([N+](=O)[O-])c2)ccc1O,6.6,2.8,-1.5,-1.2,4.6,-2.7,-6.6,4.2,-0.3,-0.8,-0.8
CCOC(=O)C1=C(N)OC(C)=C(C(=O)OCCOC)C12C(=O)Nc1ccccc12 (stereo not drawn),1.9,-1.9,0.7,-4.1,-0.7,3.5,1.9,2.2,0.7,1.8,1.4
COc1cccc(CNCCc2c[nH]c3ccccc23)c1,-15.3,-0.7,-1.0,-20.5,-9.0,-1.8,-0.1,1.6,0.1,0.6,-2.1
CC(C)N1CC=C(c2c[nH]c3ccccc23)CC1,-4.7,-0.8,-0.5,-12.7,-24.1,-2.2,-1.0,1.7,-0.5,0.3,-1.4
O=C(c1ccc(C(F)(F)F)cc1)C1CCCN(Cc2ccc(CO)o2)C1 (stereo not drawn),3.5,-0.6,-1.9,2.0,-3.9,-3.6,-4.2,-0.7,-0.3,-0.7,3.0
Cc1cc(/C=C2\C(=O)NC(=O)N(c3ccccc3F)C2=O)c(C)n1-c1cc(C(=O)O)cc(C(=O)O)c1,8.1,0.6,-1.1,0.7,-5.5,0.4,2.9,0.8,0.2,-1.0,-0.6
O=C(Cn1cc(C(=O)c2ccccc2F)c2ccccc21)NCc1ccco1,1.1,-0.6,-1.3,0.6,-5.0,2.2,-11.5,-0.6,-0.5,-0.2,-2.9
c1ccc2c(CCNC3=NCCC3)c[nH]c2c1,-0.8,1.6,-0.3,-3.9,-0.5,-0.9,3.1,1.8,-0.4,0.1,-2.1
O=c1c2ccccc2[se]n1-c1ccccc1,-5.0,-2.0,-1.5,-29.9,12.4,-2.2,3.9,-1.9,-1.3,-2.0,-1.3
C=CCn1c(O)c(C(C)=Nc2ccc(N(CC)CC)cc2)c(=O)[nH]c1=O,-4.5,-5.8,-1.4,-3.0,5.7,0.7,1.6,-1.9,-1.9,-0.4,-0.9
CC[C@@H](CO)NC(=O)[C@@H]1C=C2c3cccc4[nH]cc(c34)C[C@H]2N(C)C1,-5.1,-1.7,-0.9,-3.9,i,-2.9,-10.5,-0.7,-0.5,-0.1,2.2
O=C(C1CCCN(S(=O)(=O)c2cccc3nsnc23)C1)N1CCC2(CC1)OCCO2 (stereo not drawn),-0.1,·,-0.9,3.9,11.2,-7.0,4.3,0.5,-0.6,·,-1.8
CC(=O)C1CCC2(O)C3CCC4=CC(=O)CCC4(C)C3CCC12C (stereo not drawn),-4.5,0.7,-1.7,3.5,3.1,-2.4,-4.9,-1.0,-0.6,1.5,-1.2
CCOP(=O)(OCC)Oc1cc(C)c(N(C)C)c(C)c1,-3.9,0.1,-1.5,-0.6,-0.2,-0.5,3.0,-0.4,0.0,1.5,-0.7
COC(=O)C1=C(c2ccc(F)cc2OCc2ccccc2)C[C@@H]2CC[C@H]1N2C(=O)NCc1cccc(C(F)(F)F)c1,3.7,-1.7,-1.4,-2.2,23.8*,-1.7,-3.5,-2.6,-0.1,1.0,-2.7
CC1CCC(NCC(O)c2ccccc2)CC1 (stereo not drawn),1.8,4.9,-0.5,3.1,3.9,-3.1,8.2,-0.4,-0.6,0.1,-2.5
CC12CN3CCN(CC(C3)/C1=N/NC(N)=O)C2,-1.3,-2.0,-1.1,-2.6,0.5,-1.0,2.1,-2.0,-0.2,2.0,-0.8
CCOC(=O)[C@]12Cc3ccsc3[C@H]1N(Cc1ccccc1)C(=O)c1ccccc12,-13.7,-4.0,-1.3,-16.3,6.8,0.0,3.5,-2.8,-0.4,-0.7,-0.3
COC(=O)C1=C(c2cc3ccccc3o2)C[C@@H]2CC[C@H]1N2C(=O)N1CCCCC1,-4.8,-4.3,-1.6,-3.4,-3.2,-0.6,-2.6,-2.3,-2.0,-3.2,-4.7
